Large T inhibition: TAg ATPase/helicase activity blockers – biochemical (AID 1903); one-dose inhibition, % at 20 µM; IC50 in µM for titrated hits; 310,000 compounds, 0.39% hits; SV40 large T antigen ATPase/helicase inhibition assay; higher % means a stronger effect; in the data active = a potency from the dose series; inconclusive = inhibition mostly from about 32% at the one dose, without a potency; inactive = the rest, 99 in 100 with inhibition below about 32%; note: strong numbers were not always called active
Siah-1 displacement: blockers of Siah-1 interaction with plectin peptide – biochemical, fluorescence polarization, rhodamine-plectin, uHTS, primary screen (AID 1817); Siah-1 / rhodamine-plectin peptide fluorescence polarization; higher % means a stronger effect; displacement, % at 20 µM, or IC50 in µM where a hit was titrated; 290,000 compounds, 0.02% hits;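 active = displacement of at least 50% at 20 µM, with a fluorescence ratio check between 0.3 and a set limit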;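 note: plate controls were Siah plus tracer with DMSO for no effect and tracer alone without Siah for full effect; strong numbers were not always called active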
West Nile antiviral: inhibition of WNV-induced cytopathic effect – cell-based, CPE readout (AID 1621); West Nile virus-infected cells, CPE inhibition; higher % means a stronger effect; CPE inhibition, % at 10 µM, or IC50 in µM where a hit was titrated; 290,000 compounds, 0.02% hits; in the data active = a potency from the dose series; inconclusive = CPE inhibition mostly from about 3.7% at the one dose, without a potency; inactive = the rest, 99 in 100 with CPE inhibition below about 2.2%; note: strong numbers were not always called active
RSV CPE inhibition: inhibition of RSV-induced cytopathic effect – HEp-2 cells, primary 10 µM value included (AID 2391). HEp-2 cells, RSV-induced CPE inhibition; higher % means a stronger effect. one-dose CPE inhibition, % at 10 µM; IC50 in µM for titrated hits. 310,000 compounds, 0.13% hits; in the data active = a potency from the dose series; inconclusive = CPE inhibition mostly from about 23% at the one dose, without a potency; inactive = the rest, 99 in 100 with CPE inhibition below about 21%; note: strong numbers were not always called active
Dengue-2 NS5 capping: flavivirus cap methylation enzyme inhibition – biochemical, confirmation dose response, primary screen (AID 588689) | Dengue-2 NS5 methyltransferase capping enzyme assay, biochemical; higher % means a stronger effect | one-dose inhibition, % at 25 µM; IC50 in µM for titrated hits | 340,000 compounds, 0.3% hits; in the data active = a potency from the dose series; inconclusive = inhibition above about 29% without an active follow-up result
MgcRacGAP inhibition: MgcRacGAP GTPase-activating activity inhibitors, confirmation, biochemical, ADP Hunter fluorescence. MgcRacGAP-stimulated Rac1 GTP hydrolysis, ADP Hunter fluorescence; higher % means a stronger effect; GST-tagged Rac1 F28L mutant substrate. inhibition, % at 30 µM, or IC50 in µM where a hit was titrated. 340,000 compounds, 0.6% hits. AID 624330;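 active = first-screen hits whose inhibition reached a set limit at any dose in the follow-up dose series; inconclusive = inhibition above the set first-screen limit but never retested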;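 note: fluorescence reports GDP produced by GAP-driven GTP hydrolysis; strong numbers were not always called active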
UTI89 phage lysis: protection from phage-mediated lysis, alamar blue read-out – E. coli UTI89, K1F phage, bacterial capsule biogenesis inhibitors (AID 488966). one-dose inhibition, % at 100 µM; IC50 in µM for titrated hits. E. coli UTI89 K1F phage lysis, alamar blue, 2 h; higher % means a stronger effect. 340,000 compounds, 0.02% hits;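 active = phage lysis inhibition, versus mean bacterial control, above a set limit; inconclusive = no clear call, values can overlap the other calls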;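 note: capsule biogenesis inhibitors block K1F phage lysis so surviving cells raise fluorescence; higher fluorescence means more inhibition of phage lysis; actives were called in the ten point dose series up to 300 µM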
NTR1 ag: agonists of NTR1, primary screen, imaging, U2OS cells, beta-arrestin-GFP, high content (AID 493036); NTR1-U2OS beta-arrestin-GFP spot imaging, agonist mode; activation, % at 20 µM; 330,000 compounds, 0.17% hits;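 active = activation at or above 40% of the spot to cytoplasm intensity ratio, with at least 20 cells analyzed; inconclusive = wells under 20 cells, flagged as cytotoxic or low count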;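 note: 0% = DMSO without peptide and 100% = 100 nM NTR1 peptide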
Target sequence (P30989 whole entry, looked up): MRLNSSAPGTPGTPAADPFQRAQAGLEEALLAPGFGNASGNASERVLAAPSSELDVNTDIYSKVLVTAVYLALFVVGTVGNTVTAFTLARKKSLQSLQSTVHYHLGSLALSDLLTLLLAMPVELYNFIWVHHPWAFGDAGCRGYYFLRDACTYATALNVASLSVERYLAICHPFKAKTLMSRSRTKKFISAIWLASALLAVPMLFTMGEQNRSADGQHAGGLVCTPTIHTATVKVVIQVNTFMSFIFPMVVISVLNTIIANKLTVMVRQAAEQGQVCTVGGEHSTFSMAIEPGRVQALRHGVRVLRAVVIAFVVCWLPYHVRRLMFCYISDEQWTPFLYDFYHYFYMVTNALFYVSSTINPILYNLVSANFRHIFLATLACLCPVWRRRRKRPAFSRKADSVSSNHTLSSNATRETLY
AID2073: inhibitors of Mint1-CaV2.2 protein interaction, biochemical, HTRF (AID 2073); HTRF protein-protein interaction, Mint1-CaV2.2; higher % means a stronger effect; inhibition, % at 20 µM; hits with a dose series show IC50 in µM; 290,000 compounds, 0.19% hits; in the data active = inhibition mostly above about 51%, no sharp cut-off; inconclusive = no clear call, values can overlap the other calls; inactive = mostly below about 53%; note: some results filed as inactive read as strong as hits
NTR1 ag cell count 20 µM: further read-out of NTR1 ag, marked with its call; cell count; measured here: cell count, cytotoxicity flag
Dengue-2 NS5 capping pilot replicate: recorded beside Dengue-2 NS5 capping, whose call it bears; inhibition, %; measured here: pilot screen replicate inhibition
* hit, by the source's call; ? = inconclusive; · = not tested or not shown; [ ] = remark or other dose.

Sample of the layout, 2 compounds:
SMILES	Large T inhibition	Siah-1 displacement	West Nile antiviral	RSV CPE inhibition	Dengue-2 NS5 capping	MgcRacGAP inhibition	UTI89 phage lysis	NTR1 ag	NTR1 ag cell count 20 µM	AID2073	others
O=C(c1nn(-c2ccccc2)c(=O)c2ccccc12)N1CCN(c2ccccn2)CC1	14%	0%	0.3%	1.0%	-6%	-1%	-0.4%	2.1	55	27%
O=C/C=C/c1c(-c2ccccc2)cc2oc3ccccc3cc1-2	17%	-1%	3.0%	10%	42%	17%	0.2%	4.4	53	17%

The listing, from the start:
SMILES	Large T inhibition	Siah-1 displacement	West Nile antiviral	RSV CPE inhibition	Dengue-2 NS5 capping	MgcRacGAP inhibition	UTI89 phage lysis	NTR1 ag	NTR1 ag cell count 20 µM	AID2073	others
O=C(c1nn(-c2ccccc2)c(=O)c2ccccc12)N1CCN(c2ccccn2)CC1	14%	0%	0.3%	1.0%	-6%	-1%	-0.4%	2.1	55	27%
O=C/C=C/c1c(-c2ccccc2)cc2oc3ccccc3cc1-2	17%	-1%	3.0%	10%	42%	17%	0.2%	4.4	53	17%
CC(C)CCNC(=O)c1ccc2c(c1)N(C)C(=O)c1ccccc1S2	6%	-3%	-0.2%	6.2%	-3%	7%	-0.1%	0.5	93	-11%
Cc1cc(-c2cc(N)n(-c3ccccc3)n2)c(C)n1C1CCCC1	4%	3%	-0.4%	0.8%	10%	-10%	2.2%	-0.8	41	47%
COc1ccc2sc(-c3ccc(N(C)C)cc3)c(C#CCCO)c2c1	·	·	·	15%	7%	4%	0.3%	31	67	·
CCCNS(=O)(=O)c1ccc(CCC(=O)Nc2cc(Cl)ccc2Oc2ccccc2)cc1	5%	7%	3.0%	·	-6%	15%	-0.1%	·	·	15%
CCOc1cc(C)c(C(C)C)cc1S(=O)(=O)n1cnc(C)c1	-11%	-1%	-0.8%	3.6%	·	·	·	5.7	44	13%
CCOc1cc(N2CCOCC2)c(OCC)cc1NC(=O)C1CCCC1	3%	-2%	0.0%	2.8%	-3%	7%	0.6%	1.4	84	7%
COc1ccc(CCNC(=O)COc2nsnc2N2CCOCC2)cc1OC	17%	2%	0.0%	3.1%	3%	7%	0.1%	-1.4	67	-2%
CC(C)Cc1nc2ccc(N)cc2[nH]1	?	-2%	0.4%	6.0%	-12%	?	-0.5%	-0.4	50	5%
COc1ccccc1N1CCN(S(=O)(=O)CCNC(=O)CCCc2ccccc2)CC1	8%	·	·	15%	5%	4%	0.8%[50 µM]	-0.6	72	·
COc1ccc(OC)c(N)c1	24%	14%	·	0.4%	2%	18%	0.2%	-0.6	90	5%
CCc1ccc(Nc2n[n+](-c3ccccc3)c(-c3ccc(SC)cc3)s2)cc1	21%	8%	-1.4%	1.1%	-12%	13%	-0.2%	5.0	84	-3%
CC(C)(C)c1ccc(/C=C2\CCn3c2nc2cc(C(=O)O)ccc2c3=O)cc1	14%	4%	-0.7%	3.7%	2%	2%	0.1%	0.9	103	38%
CC(NC(=O)c1cc(S(=O)(=O)N(C)C)ccc1N1CCCC1)C1CC2CCC1C2 (stereo unspecified)	6%	1%	0.0%	-0.3%	-4%	6%	0.0%	0.7	40	4%
CC(=O)Nc1ccc(C(=O)OCc2ccc(F)cc2)cc1	7%	-4%	0.8%	8.7%	-4%	4%	-0.5%	0.3	51	2%
CN(C)C(=O)C12CCC(C)(c3nc4ccccc4nc31)C2(C)C (stereo unspecified)	2%	0%	0.2%	-0.8%	0%	-2%	2.5%	1.8	54	6%
Cc1ccc(OCC(=O)NCCNC(=O)c2ccco2)cc1	-3%	-8%	-0.3%	-0.4%	-4%	2%	0.5%	1.6	54	0%
Cc1ccc(O)c(NC(=S)NC(=O)Cc2ccc(Cl)cc2)c1	2%	-4%	-0.4%	23µM*	5%	12%	0.3%	14	59	-6%
COc1ccc(C2NS(=O)(=O)N=C2N)cc1 (stereo unspecified)	24%	0%	-0.2%	-0.8%	-5%	1%	-4.7%	0.2	37	11%
CC(C)(C)CC(C)(C)N=C1NS(=O)(=O)c2cc([N+](=O)[O-])ccc21	5%	7%	-0.7%	-1.0%	-5%	4%	-0.4%	2.1	32	-5%
Cc1nn(Cc2ccccc2)c(C)c1NC(=O)c1ccc([N+](=O)[O-])cc1[N+](=O)[O-]	11%	2%	-1.0%	-0.2%	1%	7%	-0.7%[50 µM]	-0.3	40	3%
COC(=O)C(F)(Sc1c(C)n(C)n(-c2ccccc2)c1=O)C(F)(F)F (stereo unspecified)	0%	-1%	1.0%	1.0%	2%	13%	0.0%	1.5	48	-16%
COc1ccc(-n2nc(C(=O)NCC(=O)N3CCC(C)CC3)c3ccccc3c2=O)cc1	-2%	0%	1.3%	0.1%	-4%	5%	0.7%	0.0	61	15%
CN(/C(=N/S(=O)(=O)c1ccccc1)c1ccccc1)S(=O)(=O)c1ccccc1	5%	0%	0.1%	1.0%	-10%	6%	0.0%	1.5	80	1%
CCOC(=O)N1CCN(C(=O)CS(=O)(=O)c2cn(Cc3ccccc3Cl)c3ccccc23)CC1	10%	-1%	0.0%	2.0%	-1%	19%	0.3%	-0.2	74	-8%
Cc1ccc(S(=O)(=O)/N=C(/Nc2c(C)n(C)n(-c3ccccc3)c2=O)c2ccccc2)cc1	6%	-2%	-0.5%	2.1%	-4%	2%	1.2%[50 µM]	1.8	41	11%
N#CC1(NC(=O)COC(=O)c2cc(=O)[nH]c3ccccc23)CCCCC1	10%	·	·	-1.4%	-1%	7%	-0.6%	-0.3	64	·
CCCN1CCc2c(sc(NC(=O)c3ccc(S(=O)(=O)N(C)c4ccccc4)cc3)c2C(N)=O)C1	8%	-1%	1.4%	1.8%	-25%	3%	-0.2%	13	56	-4%
COc1cc(C(=O)NCC2CCCO2)cc(Br)c1OCc1ccccc1 (stereo unspecified)	·	·	·	4.9%	-7%	4%	1.4%	4.5	55	·
COc1ccccc1N(C)S(=O)(=O)c1ccc(C(=O)NC2CCCCC2)cc1	·	·	·	·	-15%	7%	0.1%[50 µM]	-1.8	52	·
CC(C)CCNC(=O)c1cccnc1Sc1ccccc1	5%	0%	-0.4%	5.1%	0%	11%	0.6%[50 µM]	1.7	64	-4%
CCCc1nn2c(=O)cc(CSCC(=O)Nc3ccccc3)nc2s1	10%	1%	1.4%	0.4%	-1%	12%	0.5%	2.5	47	-1%
CN(CC(=O)Nc1ccc(F)cc1)C(=O)COC(=O)CCN1C(=O)C2CC=CCC2C1=O (stereo unspecified)	5%	12%	0.1%	1.2%	3%	2%	1.4%[50 µM]	-0.1	71	20%
CCOc1ccccc1N1CCN(C(=O)c2ccc3[nH]c(C)c(C)c3c2)CC1	9%	4%	0.7%	2.8%	-6%	10%	6.3%	3.7	51	8%
Cc1cc(C)c2oc(-c3cccc(N)c3)nc2c1	4%	3%	-0.4%	20%	-2%	-2%	-0.2%	0.3	64	20%
Cc1ccnc2nc(C(=O)Nc3nc(-c4ccccn4)cs3)nn12	17%	41%	-0.8%	?	-8%	-3%	-0.5%	-1.1	22	30%
CCCCNc1c(-c2ccc(SC(C)CC)c(OC)c2)nc2ccc(Cl)cn12 (stereo unspecified)	·	·	·	·	-5%	2%	1.7%	0.5	59	·
CC1([N+](=O)[O-])COC2(OC1)C(=O)Nc1ccccc12 (stereo unspecified)	10%	2%	0.2%	-0.2%	7%	-1%	-0.2%	-1.4	80	12%
COC(=O)c1c(-c2c(Cl)cccc2Cl)noc1NC(=O)N(C)C	3%	-4%	1.0%	4.2%	-2%	2%	-0.2%	0.2	63	-8%
Cc1ccc2cc(CCNC(=O)C3CCCCC3)c(=O)[nH]c2c1C	·	15%	-0.6%	1.0%	-1%	11%	-1.1%	0.6	59	5%
CCOC(=O)C1CCCN(Cc2ccccc2F)C1 (stereo unspecified)	1%	1%	0.1%	-1.0%	0%	10%	-0.7%	0.8	73	-3%
O=C(CSc1nnc(SCc2ccc(Cl)cc2)s1)N/N=C/c1ccccc1Cl	10%	14%	·	6.7%	-3%	8%	2.1%	5.7	42	-3%
CCCn1cnc2cc(NCc3ccccn3)ccc21	25%	-2%	-0.1%	2.3%	5%	17%	-0.5%	5.2	77	2%
CC(N=C1NS(=O)(=O)c2ccccc21)C(=O)NCCCc1ccccc1 (stereo unspecified)	1%	0%	-0.4%	0.2%	5%	5%	0.6%	-1.0	57	-16%
O=C(NCc1ccc2c(c1)OCO2)NC1CCCCC1	10%	4%	0.2%	-2.4%	0%	-5%	0.3%	-1.3	72	0%
Cc1cccc(OCC(=O)Nc2sc3c(c2C#N)CCC3)c1	4%	4%	-0.5%	-1.2%	-1%	5%	0.2%	1.4	46	-6%
O=C(O)c1cccc(NC(=O)c2cn(-c3ccccc3)nc2-c2ccc(F)cc2)c1	8%	8%	0.3%	3.6%	·	10%	-0.9%	0.1	62	0%
N#Cc1ccc(COn2nnc3ccccc32)cc1	5%	12%	-0.2%	-1.9%	-7%	0%	0.8%	-1.9	93	6%
COc1ccccc1CC(=O)N(CCC1=CCCCC1)c1c(N)n(Cc2ccccc2)c(=O)[nH]c1=O	7%	·	·	-1.2%	5%	3%	0.4%[50 µM]	-0.6	63	·
Cc1cccc(Nc2cc(=O)n(C)c(=O)[nH]2)c1	7%	2%	-0.8%	0.4%	-3%	4%	0.2%	-0.7	61	6%	Dengue-2 NS5 capping pilot replicate=-2.4
CCOc1ccc(S(=O)(=O)N2CCCCC2)cc1NC(=O)Cc1ccsc1	·	·	·	-0.1%	4%	0%	0.0%[50 µM]	4.0	43	·
Clc1ccccc1CSc1nnc(-c2ccncc2)o1	15%	3%	-0.5%	0.0%	-7%	6%	0.0%	0.9	76	-4%
CCC(C)NC(=O)C1CCC(=O)N(c2cc(OC)c(OC)c(OC)c2)C1c1ccc(OC)cc1 (stereo unspecified)	4%	23%	0.3%	0.7%	-5%	5%	1.4%	0.0	73	12%
COc1ccccc1NC(=S)N(Cc1ccc(C)cc1)Cc1ccccn1	8%	-8%	-0.4%	2.2%	-1%	3%	0.2%	0.8	60	-17%
CCC(C)/C(C)=N/NC(=O)c1ccc(COc2ccc(Cl)c(C)c2)cc1 (stereo unspecified)	-6%	5%	-1.6%	-0.9%	1%	-5%	-0.1%[50 µM]	·	·	2%
CC1CCN(C(=O)COC(=O)CNC(=O)c2ccccc2F)CC1	·	·	·	·	1%	5%	0.7%[50 µM]	-1.4	58	·
CCCc1nnc(NC(=O)CCC(=O)NC2CCCC2)s1	9%	-3%	-0.1%	1.1%	-6%	5%	0.3%	-1.0	50	19%

Compound activity: PubChem, several laboratories
